tim10-1 inh = growth inhibitors of tim10-1 mutant yeast | S. cerevisiae tim10-1 ts strain growth, BacTiter-Glo, 24 h | inhibition, % at 20 µM | 330,000 compounds, 2.2% hits;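 active means inhibition of at least 40%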;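 further: mutant grown at 25 °C; 0% = DMSO wells with yeast and 100% = wells holding no yeast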
TIM10 inh = TIM10 yeast growth inhibition; 330,000 compounds, 1.4% hits; S. cerevisiae TIM10 strain growth, BacTiter-Glo luminescence, 24 h; inhibition, % at 10 µM;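 active means inhibition of 40% or more at the single tested concentration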;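 further: wild-type TIM10 isogenic control strain grown at permissive 25 °C; 0% = DMSO yeast wells and 100% = minimal medium wells without yeast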
hIAP inh = blocks human intestinal alkaline phosphatase. P09923. purified IAP, CDP-Star luminescence, 30 min. inhibition, % at 10 µM. 330,000 compounds, 0.12% hits. AID 2544;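 active means inhibition reaching a set limit with compound at 10 µM in the primary screen, cut at about 35% in these data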;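 further: plate controls were DMSO wells with enzyme for no effect and no-enzyme buffer wells for full effect; values of inactives mirror those of a sister screen read the other way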
Target sequence (P09923 whole entry, looked up): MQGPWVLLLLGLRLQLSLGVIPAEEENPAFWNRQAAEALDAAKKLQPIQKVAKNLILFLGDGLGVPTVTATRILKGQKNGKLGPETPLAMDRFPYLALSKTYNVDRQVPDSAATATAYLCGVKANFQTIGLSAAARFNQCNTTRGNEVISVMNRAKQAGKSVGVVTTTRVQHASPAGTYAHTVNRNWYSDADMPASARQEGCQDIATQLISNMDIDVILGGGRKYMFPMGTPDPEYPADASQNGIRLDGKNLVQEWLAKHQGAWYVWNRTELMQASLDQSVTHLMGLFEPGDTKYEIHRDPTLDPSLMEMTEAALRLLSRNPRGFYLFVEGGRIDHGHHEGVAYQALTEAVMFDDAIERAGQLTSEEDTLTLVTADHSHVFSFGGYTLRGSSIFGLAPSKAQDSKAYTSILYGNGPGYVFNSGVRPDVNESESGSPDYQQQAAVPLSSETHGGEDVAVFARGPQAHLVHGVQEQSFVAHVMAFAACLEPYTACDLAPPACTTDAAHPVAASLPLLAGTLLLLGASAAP
Apaf1 inhib = inhibitors of human Apaf-1 apoptosome. O14727. reconstituted apoptosome caspase-3 activity, DEVD-Rh110 fluorescence. inhibition, % at 20 µM. 330,000 compounds, 0.71% hits; active means inhibition of at least 40% at 20 µM;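 further: plate controls were DMSO wells for no effect and DEVD-CHO caspase inhibitor wells for full effect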
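detection = Rh110 fluorescence intensity | test system = biochemical Apaf-1 apoptosome reconstitution | also added = cytochrome c and DEVD-Rh110 substrate | schedule = 30 min plus 50 min, RT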
mIAP block = blocks mouse intestinal alkaline phosphatase | purified mouse IAP, CDP-Star luminescence, 30 min | inhibition, % at 10 µM | 330,000 compounds, 0.2% hits | AID 2806;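 active means inhibition of at least 40% at 10 µM in the primary screen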;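 further: plate controls were DMSO with enzyme for no effect and no enzyme wells for full effect; values of inactives mirror those of a sister screen read the other way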
hIAP act = increases human intestinal alkaline phosphatase activity | P09923 | purified human IAP, CDP-Star luminescence, 30 min; active compounds read high; 1 = vehicle-only enzyme, 0 = enzyme-free background | activation factor at 10 µM | 330,000 compounds, 0.16% hits;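 active means activation factor of the enzyme at least 2-fold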; further: the source names both 10 and 20 µM as test concentration; values of inactives mirror those of a sister screen read the other way
NLRP3 yeast inh = inhibitors of NALP3 inflammasome in yeast; 330,000 compounds, 0.39% hits; Yeast reconstituted NLRP3/ASC/caspase-1, beta-gal luminescence, 24 h; inhibition, % at 10 µM;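 active means inhibition of 50% or more; inactive means inhibition below 50%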;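 further: plate controls were induced DMSO wells for no effect and uninduced yeast grown without galactose for full effect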
ATG4B inhibitor = blocks human ATG4B protease cleavage of LC3 substrate; Q9Y4P1; ATG4B cleavage of LC3-PLA2, NBD-HPC fluorescence, 1 h; 340,000 compounds, 0.51% hits; inhibition, % at 8.33 µM; AID 504462; in the data active means inhibition above about 40%
Target sequence (Q9Y4P1 whole entry, looked up): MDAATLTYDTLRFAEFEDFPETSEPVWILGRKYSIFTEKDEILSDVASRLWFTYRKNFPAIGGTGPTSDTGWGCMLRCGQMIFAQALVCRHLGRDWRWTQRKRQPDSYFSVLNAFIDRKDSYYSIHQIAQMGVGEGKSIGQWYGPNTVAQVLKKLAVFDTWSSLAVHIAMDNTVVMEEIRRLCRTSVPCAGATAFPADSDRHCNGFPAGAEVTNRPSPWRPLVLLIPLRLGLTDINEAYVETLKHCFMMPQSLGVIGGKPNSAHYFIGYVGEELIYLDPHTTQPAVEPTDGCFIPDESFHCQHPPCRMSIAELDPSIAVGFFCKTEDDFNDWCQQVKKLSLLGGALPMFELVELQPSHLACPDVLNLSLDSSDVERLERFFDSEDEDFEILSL
mIAP activ = increases mouse intestinal alkaline phosphatase activity; activation factor at 10 µM; muIAP, CDP-Star luminescence, 30 min; active compounds read high; 1 = vehicle-only enzyme signal, 0 = enzyme-free wells; 330,000 compounds, 0.24% hits;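 active means activation factor of at least 2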; further: the source names both 10 and 20 µM as test concentration; values of inactives mirror those of a sister screen read the other way
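also added = chemiluminescent substrate CDP-Star | test system = mouse IAP enzyme | signal = chemiluminescence readout | compound = DMSO-dissolved test compounds | incubation = 30 min at room temperature | benchmarks = DMSO wells, no-enzyme wells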
Starred values were filed as active, the others as inactive; . = not tested or not shown. Hits appear at their usual frequency; overall some 4.5% were active at least once.

SMILES	tim10-1 inh	TIM10 inh	hIAP inh	Apaf1 inhib	mIAP block	hIAP act	NLRP3 yeast inh	ATG4B inhibitor	mIAP activ
CN1CCN(C(=O)C2C3C=CC(C3)C2C(=O)O)CC1 (centres undefined)	2	-7	-7	2	0	1.1	10	-8	1
CCCc1nnc(NC(=O)c2oc3ccccc3c2COCC)s1	18	11	-2	10	-9	1	22	0	1.1
CC(=O)c1ccc(NC(=O)CCNC(=O)c2ccc(Cl)cc2)cc1	-22	11	6	1	4	0.94	12	-10	0.96
CCOC(=O)c1sc(NC(=O)CCCn2nc([N+](=O)[O-])c(Cl)c2C)c(C(=O)OCC)c1C	-4	0	9	2	3	0.91	-2	57*	0.97
COc1cc(/C=N/NC(=O)c2cc(-c3cccn3C)n[nH]2)cc(OC)c1OC	3	-9	-38	-6	8	1.4	0	-12	0.92
CN(Cc1cccc(C(F)(F)F)c1)C(=O)C1CCC(=O)N(CC2CCCCC2)C1 (centres undefined)	28	1	-27	13	2	1.3	5	3	0.98
CCn1nc(C)c(NS(=O)(=O)c2ccc(C)cc2)c1C	20	15	5	-6	-6	0.95	10	1	1.1
C=CCSc1nc2c(c(=O)[nH]c(=O)n2C)n1CC	14	-4	-11	11	1	1.1	8	-6	0.99
Cc1cc(C)nc(Nc2nc3ccccc3[nH]2)n1	2	40	-86	-4	10	1.9	34	-5	0.9
Cc1cc(C)cc(NC(=S)NCC2CCCO2)c1 (centres undefined)	9	-4	-9	3	4	1.1	2	0	0.96
CCCCC1CCC(C(=O)N(CCOC)c2c(N)n(CCCC)c(=O)[nH]c2=O)CC1 (centres undefined)	19	-1	-30	8	-6	1.3	6	1	1.1
CC1Cc2ccccc2N1C(=O)c1cc2sccc2n1Cc1ccc(F)cc1 (centres undefined)	36	23	-6	14	0	1.1	17	2	1
O=C(N/N=C/c1ccncc1)c1ccc(NC(=O)c2cccc(Cl)c2)cc1	-3	1	-16	-1	12	1.2	24	6	0.88
Nc1c(C(=O)NCc2ccc3c(c2)OCO3)nnn1-c1ccc(OC(F)(F)F)cc1	15	6	6	-4	-6	0.94	18	-1	1.1
O=C(COc1ccc(Br)cc1)NCCNC(=O)c1cccnc1	12	8	2	8	-12	0.98	11	7	1.1
CCOc1cccc2sc(N(CCCN(C)C)C(=O)c3ccc(S(=O)(=O)N(C)c4ccccc4)cc3)nc12	26	11	-13	-7	12	1.1	4	-12	0.88
Cc1occc1C(=O)NC(C)C(C)(C)C (centres undefined)	6	9	-11	6	1	1.1	15	-3	0.99
CCOC(=O)c1cc2sc(C)cc2n1CC(=O)Nc1cccc(C)c1C	2	13	16	-9	-4	0.84	-1	-2	1
COc1cccc(Nc2c(F)c(F)c(F)c(F)c2C(=O)O)c1	13	-10	-37	7	6	1.4	13	10	0.94
NC(=O)c1ccc(Oc2cccc3cccnc23)c([N+](=O)[O-])c1	2	-9	10	-2	0	0.9	4	-6	0.99
CCn1cc(CN2CCC(n3nccc3NC(=O)C3CCCC3)CC2)c(C)n1	-10	0	-19	-1	-14	1.2	4	-5	1.1
O=C(OCc1nnc(-c2ccccc2)o1)c1ccc(Br)o1	16	-6	-9	9	0	1.1	22	-5	1
CCn1ncc([N+](=O)[O-])c1C(=O)Nc1cc(C)on1	-4	-14	0	10	3	1	1	-3	0.97
CN(CC(=O)Nc1cccc(F)c1)C(=O)c1cc([N+](=O)[O-])ccc1N1CCOCC1	-3	-7	6	-3	2	0.94	19	-6	0.98
COc1cccc(-c2c[nH]c(=O)[nH]c2=O)c1	-2	12	13	-3	-1	0.87	7	-3	1
O=C(CCN1CCCCC1=O)NC1CCCN(Cc2ccc(Cl)cc2)C1 (centres undefined)	-10	7	-10	1	1	1.1	8	10	0.99
O=C(O)C1C2C=CC(C3CC23)C1C(=O)NCCc1ccccc1 (centres undefined)	6	6	-6	6	1	1.1	9	-1	0.99
Cc1c(C(=O)c2ccc(Cl)cc2Cl)cnc2cc3c(cc12)OCO3	31	4	-10	27	15	1.1	6	-11	0.85
N#Cc1cnn2c(-c3ccc(Cl)cc3Cl)ccnc12	22	17	-2	3	-5	1	-18	12	1.1
COc1ccc(C(=O)NCCSc2ccccn2)cc1	5	6	-23	-9	1	1.2	31	-5	0.99
O=c1c2ccccc2nc(CSc2nnnn2-c2ccccc2)n1-c1ccccc1Cl	16	14	19	-13	7	0.81	-11	-7	0.93
Cc1ccc(/C=C/C(=O)N(Cc2cccs2)C2CCS(=O)(=O)C2)cc1 (centres undefined)	-3	-4	-3	14	-8	1	-3	-13	1.1
C/C(=N\NC(=O)CCn1nnc2ccccc21)c1cccs1	-4	-14	11	-19	-2	0.89	14	-3	1
O=C1/C(=C\c2ccco2)SC(=S)N1C1CCCCC1	8	-17	15	4	40*	0.85	18	.	0.6
COc1ccc(NC(=O)COc2nsnc2N2CCCCC2)cc1	5	2	17	-7	1	0.83	9	-16	0.99
CCOc1ccc(C(=O)COC(=O)C2COc3ccccc3O2)cc1 (centres undefined)	16	3	-2	-6	4	1	7	-6	0.96
O=C(Cn1cnc2c(cnn2-c2ccccc2)c1=O)NC1CCCC1	-1	6	14	4	14	0.86	9	-5	0.86
NS(=O)(=O)c1ccc(CCNC(=O)C2CCN(S(=O)(=O)c3ccc(Br)s3)CC2)cc1	2	11	-20	0	-2	1.2	9	-7	1
Cc1ccc(SCc2[nH]nc3c2C2(C(=O)N(C)c4ccccc42)C(C#N)=C(N)O3)cc1 (centres undefined)	15	12	-18	6	3	1.2	3	-10	0.97
CCOC(=O)c1c(-c2ccc(OC)cc2)oc2ccc(O)cc12	25	22	16	11	-4	0.84	27	-6	1
S=C(NCCC1=CCCCC1)Nc1ccc(Cl)cc1	8	7	-15	-6	-61	1.2	16	-8	1.6
CC(NC(=O)c1cccs1)c1ccc2c(c1)OCO2 (centres undefined)	8	9	1	-6	0	0.99	-2	15	1
Fc1ccc(CSc2ccc3nnc(-c4ccccn4)n3n2)cc1	23	9	10	-6	2	0.9	1	-4	0.98
COc1cccc(C2=NN(C(=O)c3ccco3)C(O)(C(F)(F)F)C2)c1 (centres undefined)	27	10	14	10	-1	0.86	-21	2	1
COc1ccc2c(c1)C(=O)N(CCc1ccc(S(=O)(=O)NC(=O)NC3CCCCC3)cc1)C(=O)C2(C)C	2	22	-16	8	0	1.2	9	-6	1
O=C(N/N=C/c1coc2ccccc2c1=O)c1cn(-c2ccccc2)nc1-c1ccc(F)cc1	7	19	7	13	10	0.93	-3	22	0.9
NNC(=O)COc1cccc(C(F)(F)F)c1	2	-1	20	3	2	0.8	9	-6	0.98
O=C(CCC(=O)N1CCN(S(=O)(=O)c2ccccc2Cl)CC1)c1ccccc1	27	7	6	-1	8	0.94	18	-8	0.92
COc1ccc(OC)c(NC(=O)CNC(=O)Cn2c(C)cc3ccccc3c2=O)c1	7	-11	-11	7	-6	1.1	11	-12	1.1
COc1ccc(NC(=O)CN(C)CC(=O)NCc2ccc(C)cc2)cc1	-8	-12	16	-10	15	0.84	5	10	0.85

(continued)
SMILES	tim10-1 inh	TIM10 inh	hIAP inh	Apaf1 inhib	mIAP block	hIAP act	NLRP3 yeast inh	ATG4B inhibitor	mIAP activ
COc1ccccc1N1CCN(C2CC(=O)N(c3cccc(Cl)c3)C2=O)CC1 (centres undefined)	29	18	15	8	-2	0.85	3	3	1
Fc1ccc(-c2cn3cc(C(F)(F)F)cc(Cl)c3n2)cc1	17	-17	30	11	23	0.7	32	1	0.77
NS(=O)(=O)c1cccc(NC(=O)COC(=O)CCc2ccccc2)c1	6	-8	5	-2	-1	0.95	1	-7	1
COc1ccc(C(=O)Nc2ccc(Cl)cc2C(=O)NCCN2CCOCC2)cc1	30	-5	1	-4	24	0.99	-8	-17	0.76
CC(C)(O)C#CC#CCN1CCOCC1	3	-20	-3	5	1	1	-5	10	0.99
Cc1cc(C)c(S(=O)(=O)NCC23C=CC(O2)C2C(=O)N(c4ccccc4)C(=O)C23)c(C)c1 (centres undefined)	31	25	-15	11	4	1.1	8	-24	0.96
COc1cc(OC)cc(C(=O)NCCc2cnc[nH]2)c1	3	-7	6	4	-4	0.94	9	-4	1
Cc1ccc(O)c(CNc2cnc3ccccc3c2)c1	-6	3	-3	7	-14	1	35	-6	1.1
Cn1nc(C(=O)Nc2sccc2C(N)=O)ccc1=O	1	-10	9	8	5	0.91	18	-5	0.95
NS(=O)(=O)c1cccc(NC(=O)CN2CCC(Cc3ccccc3)CC2)c1	1	0	0	-7	13	1	4	-12	0.87
CCOC(=O)c1ccc(S(=O)(=O)N2CCNCC2)cc1	6	1	11	-3	7	0.89	10	2	0.93
CC1CCC(NC(=O)CSc2nnnn2C)CC1 (centres undefined)	-11	-5	5	-4	9	0.95	4	3	0.91
CC(C)(C)c1ccc(OCCC(=O)OCC(=O)NC2CC2)cc1	-6	-3	-6	3	-2	1.1	8	-5	1
Cc1cc(N2C(=O)C(O)=C(C(=O)c3cc4ccccc4o3)C2c2ccc(OC(C)C)cc2)no1 (centres undefined)	25	3	6	2	15	0.94	8	-2	0.85
NNC(=S)Nc1ccccc1Cl	15	-12	-8	-5	12	1.1	8	0	0.88
CC(=O)Cc1nsc(NC(=O)c2ccc(-c3ccc(Cl)c(Cl)c3)o2)n1	10	6	-7	-1	11	1.1	12	7	0.89
O=C1/C(=C/c2cccs2)SC(=S)N1CCCC(=O)N(CCO)c1ccccc1	20	0	-7	14	9	1.1	32	2	0.91
CCOC(=O)c1cc2c(=O)n3ccccc3nc2n(Cc2ccco2)c1=NC(=O)c1ccccc1OCC	35	31	-11	15	-2	1.1	7	-3	1
O=C(NCC1CCCO1)c1cn(Cc2ccccc2Cl)nc1-c1ccccc1 (centres undefined)	17	2	6	6	-1	0.94	14	-3	1
COc1ccc(-c2nnn(CC(=O)c3ccc4c(c3)OCCO4)n2)cc1OC	-5	18	-16	20	-3	1.2	17	-10	1
COc1cc(/C=C/C(=O)OCC(=O)N2CCN(S(=O)(=O)c3ccc(C)cc3C)CC2)ccc1O	19	-1	-14	14	7	1.1	5	-28	0.93
COC(=O)C1=C(CN2CCc3ccccc32)NC(=O)NC1c1cc(C)ccc1C (centres undefined)	20	16	30	20	10	0.7	7	5	0.9
CCCC(C)c1nnc(NC(=O)C(=O)OCC)s1 (centres undefined)	17	-3	0	-4	12	1	6	0	0.88

Pulled by structure from above:
SMILES	tim10-1 inh	TIM10 inh	hIAP inh	Apaf1 inhib	mIAP block	hIAP act	NLRP3 yeast inh	ATG4B inhibitor	mIAP activ
CC(C)(C)c1ccc(OCCC(=O)OCC(=O)NC2CC2)cc1	-6	-3	-6	3	-2	1.1	8	-5	1
COc1cc(/C=C/C(=O)OCC(=O)N2CCN(S(=O)(=O)c3ccc(C)cc3C)CC2)ccc1O	19	-1	-14	14	7	1.1	5	-28	0.93
O=C(NCC1CCCO1)c1cn(Cc2ccccc2Cl)nc1-c1ccccc1 (centres undefined)	17	2	6	6	-1	0.94	14	-3	1
Cc1cc(N2C(=O)C(O)=C(C(=O)c3cc4ccccc4o3)C2c2ccc(OC(C)C)cc2)no1 (centres undefined)	25	3	6	2	15	0.94	8	-2	0.85

Screens as filed in PubChem BioAssay.
